Bioassay records: PubChem BioAssay, The Scripps Research Institute Molecular Screening Center
PAFAH1B2 FP inh: PAFAH1B2 enzyme inhibitors, primary screen, biochemical, fluorescence polarization, human; Platelet-activating factor acetylhydrolase IB subunit alpha2 (Homo sapiens), P68402; hit rate 1.2% among 340,000; inhibition, % at 3.39 µM; recombinant PAFAH1B2, FP-rhodamine activity probe;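 active = inhibition above the mean of all tested compounds plus 3 SD, cut at about 24% in these data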;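 also: 0% = enzyme with DMSO and 100% = wells lacking PAFAH1B2; many of its hits are not listed in these tables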
Fam108B inh: mouse Fam108B serine hydrolase inhibitors, primary screen, counter-screen for RBBP9 inhibitor project, biochemical, fluorescence polarization. recombinant Fam108B, FP-Rh probe fluorescence polarization. inhibition, % at 9.51 µM. hit rate 0.33% among 300,000;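 active = inhibition above the screen mean inhibition plus 3 SD, computed separately per campaign, cut at about 18% in these data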;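 also: inhibitors lower polarization as less probe binds the enzyme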
GSTO1 counter: inhibitors of recombinant GSTO1, primary screen, counter-screen for RBBP9 inhibitor project, biochemical, fluorescence polarization | inhibition, % at 5.96 µM | hit rate 1.1% among 300,000 | Glutathione S-transferase omega-1 (Homo sapiens), P78417 | activity-based probe fluorescence polarization;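 active = inhibition above the campaign mean inhibition plus 3 SD, cut at about 35% in these data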;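 also: 0% = GSTO1-1 with DMSO and 100% = wells lacking GSTO1-1 enzyme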
PAFAH2 inh: PAFAH2 enzyme inhibitors, primary screen, biochemical, fluorescence polarization, human | Platelet-activating factor acetylhydrolase 2, cytoplasmic (Homo sapiens), Q99487 | recombinant PAFAH2, FP-rhodamine activity probe | inhibition, % at 3.39 µM | hit rate 0.99% among 340,000;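 active = inhibition above the mean over all tested compounds plus 3 SD, cut at about 30% in these data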;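 also: inhibitors block probe labeling of enzyme so polarization drops; 0% = enzyme with DMSO and 100% = wells lacking PAFAH2 protein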
PME-1 primary: PME-1 inhibitors via competitive probe labeling, primary screen, biochemical, fluorescence polarization, FP-Rh probe, HTS | Protein phosphatase methylesterase 1 (Homo sapiens), Q9Y570 | hit rate 0.53% among 320,000 | inhibition, % at 5.9 µM | recombinant PME-1;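 active = inhibition above the campaign mean of all compounds plus 3 SD, cut at about 26% in these data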;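 also: competitive labeling of PME-1 active site by serine hydrolase directed probe; 0% = PME-1 with DMSO and 100% = wells lacking PME-1 enzyme; inhibitors block probe labeling so polarization falls and inhibition rises; many of its hits are not listed in these tables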
Target sequence (Q9Y570 whole entry, looked up): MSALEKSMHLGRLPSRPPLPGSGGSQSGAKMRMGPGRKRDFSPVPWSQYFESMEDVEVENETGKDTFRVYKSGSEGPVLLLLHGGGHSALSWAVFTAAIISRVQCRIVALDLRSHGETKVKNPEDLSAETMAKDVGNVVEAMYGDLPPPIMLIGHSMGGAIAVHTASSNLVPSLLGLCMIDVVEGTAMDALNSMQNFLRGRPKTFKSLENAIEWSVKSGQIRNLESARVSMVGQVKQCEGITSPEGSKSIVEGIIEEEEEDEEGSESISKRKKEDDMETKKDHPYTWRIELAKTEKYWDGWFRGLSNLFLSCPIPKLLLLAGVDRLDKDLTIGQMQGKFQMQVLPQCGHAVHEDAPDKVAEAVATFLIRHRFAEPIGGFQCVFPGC
PAFAH1B3 inh: PAFAH1B3 enzyme inhibitors, primary screen, biochemical, fluorescence polarization, human. hit rate 0.28% among 340,000. inhibition, % at 3.39 µM. recombinant PAFAH1B3, FP-rhodamine probe. Platelet-activating factor acetylhydrolase IB subunit alpha1 (Homo sapiens), Q15102;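 active = inhibition above the screen-wide average of all tested compounds plus 3 SD, cut at about 25% in these data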;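 also: 0% = enzyme with DMSO only and 100% = wells lacking PAFAH1B3 protein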
pPAFAH FP inh: pPAFAH enzyme inhibitors, primary screen, biochemical, fluorescence polarization, human | Platelet-activating factor acetylhydrolase (Homo sapiens), Q13093 | recombinant pPAFAH, FP-rhodamine probe fluorescence polarization | inhibition, % at 3.39 µM | hit rate 1.5% among 330,000 | AID 463082, 2010;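 active = inhibition above the mean inhibition across the screen plus 3 SD, cut at about 25% in these data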;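 also: inhibitors block binding of the rhodamine activity-based probe so polarization drops; 0% = enzyme with DMSO and 100% = wells lacking pPAFAH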
LYPLA1 inh: LYPLA1 inhibitors, primary screen, counter-screen for PME1 inhibitor project, biochemical, fluorescence polarization, FP-Rh probe ABPP; recombinant LYPLA1; inhibition, % at 5.9 µM; hit rate 0.16% among 320,000;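 active = inhibition above the mean of all tested compounds plus 3 SD, set per campaign, cut at about 14% in these data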;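 also: inhibitors block serine hydrolase probe labeling of LYPLA1 so polarization falls; 0% = enzyme with DMSO and 100% = wells lacking LYPLA1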
PAD4 inh: human PAD4 inhibitors, primary screen, biochemical, fluorescence polarization, 1536-well format; AID 485272, 2010; recombinant PAD4, RCA probe fluorescence polarization; hit rate 0.41% among 330,000; inhibition, % at 6.36 µM;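 active = percent inhibition above a cutoff equal to the mean of all tested compounds plus 3 SD, cut at about 15% in these data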;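 also: 0% = PAD4 with RCA probe and DMSO and 100% = probe without PAD4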
Target sequence (Q9UM07 whole entry, looked up): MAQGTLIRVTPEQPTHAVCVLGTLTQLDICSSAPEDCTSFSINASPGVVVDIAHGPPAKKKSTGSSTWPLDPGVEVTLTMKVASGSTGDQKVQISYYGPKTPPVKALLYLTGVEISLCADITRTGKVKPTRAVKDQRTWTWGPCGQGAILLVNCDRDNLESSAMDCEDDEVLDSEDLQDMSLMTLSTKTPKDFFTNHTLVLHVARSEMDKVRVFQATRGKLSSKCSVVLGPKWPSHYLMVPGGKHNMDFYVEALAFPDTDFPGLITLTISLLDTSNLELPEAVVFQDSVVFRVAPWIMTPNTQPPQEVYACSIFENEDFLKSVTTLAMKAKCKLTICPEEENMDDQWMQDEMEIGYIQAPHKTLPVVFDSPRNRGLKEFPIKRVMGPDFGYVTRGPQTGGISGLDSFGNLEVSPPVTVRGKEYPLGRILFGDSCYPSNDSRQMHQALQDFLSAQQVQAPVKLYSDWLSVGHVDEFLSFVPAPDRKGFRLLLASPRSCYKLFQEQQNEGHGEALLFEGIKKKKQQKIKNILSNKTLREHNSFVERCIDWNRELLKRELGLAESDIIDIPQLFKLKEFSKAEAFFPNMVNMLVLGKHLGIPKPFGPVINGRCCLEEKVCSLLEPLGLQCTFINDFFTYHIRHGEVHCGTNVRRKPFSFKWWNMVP
Active calls of the source: *; . = no result given; & = joins results of further samples.

SMILES	PAFAH1B2 FP inh	Fam108B inh	GSTO1 counter	PAFAH2 inh	PME-1 primary	PAFAH1B3 inh	pPAFAH FP inh	LYPLA1 inh	PAD4 inh
COc1cccc(-c2cc(C(F)(F)F)n3nc(C(=O)N4CCCCC4c4cccnc4)cc3n2)c1 (stereo not drawn)	-1	-5	2	-2	0	7	9	-5	0
CC(=O)N1N=C(c2cccc(NS(C)(=O)=O)c2)CC1c1ccc2c(c1)OCO2 (stereo not drawn)	0	-2	-1	-1	-5	4	1	-4	-2
CCN(c1cccc(C)c1)S(=O)(=O)c1ccc(-c2ccc(=O)[nH]n2)o1	1	-3	-12	1	2	0	-2	-1	-9
Cc1ccc(C(=O)O)cc1-n1c(C)cc(C=O)c1C	3	3	11	4	-6	-3	8	8	0
COc1ccc(NC2=CC(c3ccc(OC)c(OC)c3)N(c3ccc(OC)cc3)C2=O)cc1 (stereo not drawn)	-5	7	6	12	-6	8	-1	0	-4
COCCN(CCOC)Cc1c(O)ccc2c1O/C(=C\c1ccc(C)o1)C2=O	-2	2	28	2	-2	3	17	-4	1
O=C(CN(C(=O)CCC(=O)Nc1nccs1)c1cccc(F)c1)NCCc1ccccc1	5	-2	7	-3	-1	7	4	-2	-2
CS(=O)(=O)N1N=C(c2ccc(Br)cc2)CC1c1ccc2c(c1)OCO2 (stereo not drawn)	1	1	-2	-3	14	5	2	-1	5
CCCN1CCN(C(=S)NCc2ccc(Cl)cc2)CC1	10	5	6	6	4	7	0	-1	-2
Cc1ccc(CN2CC(=O)N3[C@H]4c5cc(Cl)ccc5OC[C@@H]4[C@H](c4ccccc4)[C@]3(C)C2=O)cc1	-3	.	.	-10	-5	3	2	-1	-5
N#CCCN(C(=O)COC(=O)CNC(=O)c1ccc(-c2ccccc2)cc1)c1ccc(F)cc1	4	2	6	5	-2	3	7	3	-4
NNC(=O)c1nc(Cl)c(Cl)c(N)c1Cl	6	11	3	9	-4	9	3	3	-2
O=C1C2C3C=CC(C3)C2C(=O)N1c1cccc(N2C(=O)C3C4C=CC(C4)C3C2=O)n1 (stereo not drawn)	6	0	3	6	4	14	3	-4	0
O=C(CNS(=O)(=O)c1ccc(Br)s1)N1CCN(C(=O)c2ccco2)CC1	7	0	2	20	3	4	4	0	-5
Cc1c(Cl)cccc1NC(=S)NCCC(C)C	5	1	-1	4	-4	9	1	3	-3
CCCSc1nc2sc3c(c2c(=O)[nH]1)CC(C)(CC)OC3 (stereo not drawn)	2	8	-15	-2	-1	5	-3	0	0
CC(C)Cc1nc2oc3c(=O)[nH]cnc3c2c2c1CCCC2	4	5	1	-1	-3	5	-1	0	-7
Cc1noc(C)c1CSc1nc2ccccc2[nH]1	-3	-2	10	-4	-4	2	1	-2	2
CCOC(=O)N1CCN(Cc2c(O)ccc3ccccc23)CC1	14	2	0	-2	0	9	5	-3	-3
O=C(Nc1nnc(C2CC2)s1)c1ccccn1	6	-3	18	2	-6	13	-1	5	0
COc1ccc2oc(/C=C/N(C)C)c(C(=O)c3ccc(Cl)cc3)c2c1	3	3	10	8	-2	7	19	-5	-20
CC(C)(C)c1ccc(-c2csc(NNC3=NCCCCC3)n2)cc1	15	5	4	-2	2	-1	1	-1	0
O=C1CN(C(=O)COc2c(F)c(F)cc(F)c2F)c2ccccc2N1	8	1	0	5	-1	5	2	-3	1
CCc1nnc(NC(=O)C(C)N2C(=O)C3C4C=CC(C4)C3C2=O)s1 (stereo not drawn)	10	2	5	-2	-5	2	-6	-1	-2
CCc1nnc(NC(=O)CCN2C(=O)/C(=C/c3cc(OC)c(OC)c(OC)c3)SC2=S)s1	-2	-3	-2	-7	-3	1	-4	-2	3

Taken from the listing for reference:
SMILES	PAFAH1B2 FP inh	Fam108B inh	GSTO1 counter	PAFAH2 inh	PME-1 primary	PAFAH1B3 inh	pPAFAH FP inh	LYPLA1 inh	PAD4 inh
N#CCCN(C(=O)COC(=O)CNC(=O)c1ccc(-c2ccccc2)cc1)c1ccc(F)cc1	4	2	6	5	-2	3	7	3	-4
NNC(=O)c1nc(Cl)c(Cl)c(N)c1Cl	6	11	3	9	-4	9	3	3	-2
O=C1C2C3C=CC(C3)C2C(=O)N1c1cccc(N2C(=O)C3C4C=CC(C4)C3C2=O)n1 (stereo not drawn)	6	0	3	6	4	14	3	-4	0
O=C(CNS(=O)(=O)c1ccc(Br)s1)N1CCN(C(=O)c2ccco2)CC1	7	0	2	20	3	4	4	0	-5
Cc1c(Cl)cccc1NC(=S)NCCC(C)C	5	1	-1	4	-4	9	1	3	-3
CCCSc1nc2sc3c(c2c(=O)[nH]1)CC(C)(CC)OC3 (stereo not drawn)	2	8	-15	-2	-1	5	-3	0	0
CC(C)Cc1nc2oc3c(=O)[nH]cnc3c2c2c1CCCC2	4	5	1	-1	-3	5	-1	0	-7
Cc1noc(C)c1CSc1nc2ccccc2[nH]1	-3	-2	10	-4	-4	2	1	-2	2
CCOC(=O)N1CCN(Cc2c(O)ccc3ccccc23)CC1	14	2	0	-2	0	9	5	-3	-3
O=C(Nc1nnc(C2CC2)s1)c1ccccn1	6	-3	18	2	-6	13	-1	5	0

More results.
SMILES	PAFAH1B2 FP inh	Fam108B inh	GSTO1 counter	PAFAH2 inh	PME-1 primary	PAFAH1B3 inh	pPAFAH FP inh	LYPLA1 inh	PAD4 inh
O=C1CCc2cc(S(=O)(=O)N3CCCC3C(=O)N3CCN(c4ccccc4F)CC3)ccc2N1 (stereo not drawn)	-2	3	0	-4	1	4	3	1	2
O=C(O)Cc1ccc(-c2ccccc2-c2ccccc2)cc1	80*	1	9	-7	-1	4	29*	5	1
COc1cccc(/C=N/NC(=O)CCCc2ccc(OC)c(C)c2)c1	-1	3	2	3	-4	1	0	2	1
Cc1cc(C)nc(NS(=O)(=O)c2ccc(N)cc2)n1	-1	1&2	2&7	-11	1&-1	-1	9&-1	-1&-1	3&-3
CCOc1ccc(C(=O)N2CCN(C(=O)c3ccco3)CC2)cc1OCC	7	-1	1	4	-3	4	1	-1	-3
COCC1CCN(C(=O)C2CCC(=O)N(C3CCCC3)C2)CC1 (stereo not drawn)	3	6	7	-10	2	0	3	2	2
CN(C(=O)CSc1nnc(NC2CCCCC2)s1)C1CCS(=O)(=O)C1 (stereo not drawn)	5	4	3	6	-3	0	1	2	2
Cc1sc2ncnc(SCC(=O)N3CCOCC3)c2c1C	0	.	.	4	-1	3	5	1	4
Cc1cc(N/N=C/c2cccc(Cl)c2)nc(-n2nc(C)cc2C)n1	3	-2	-10	5	-5	12	8	0	3
COc1cccc(N2C(=O)CC(N3CCN(CCN=CC4=C(O)CC(C)(C)CC4=O)CC3)C2=O)c1 (stereo not drawn)	3	2	-6	-2	-6	5	-4	-2	-1
Cn1cnc([N+](=O)[O-])c1Oc1cccc(O)c1	2	2	2	-3	2	4	3	4	-2
COc1ccc(Nc2nc(Nc3ccc(OC)cc3OC)nc(N3CCN(C)CC3)n2)c(OC)c1	-3	4	1	0	7	1	10	-2	-6
Cc1cc(C)nc(S/C=C/C(=O)c2ccccc2)n1	3	0	1	14	3	2	1	-2	-1
COc1cccc(C(=O)Nn2c(-c3cccs3)nc3ccccc3c2=O)c1OC	-4	-1	4	1	1	3	1	-4	-8
COC(=O)c1cccc(NC(=O)Nc2ccc(Cl)cc2)c1	.	-1	-1	.	-27	.	2	-7	-1
O=C(C[n+]1ccccc1)N/N=C/c1cccs1	0	-2	0	2	-2	3	2	2	-6
O=C(N1CCN(CCO)CC1)N1c2ccccc2C=Cc2ccccc21	-1	-2	-1	0	1	4	3	-1	-3
Cc1nc(NCc2ccccn2)c2c3c(sc2n1)CCCC3	7	-4	-3	6	2	10	0	-4	0
O=C(NCc1cccnc1)C(=O)NCC1OCCN1S(=O)(=O)c1ccc(F)cc1 (stereo not drawn)	5	0	3	2	5	8	3	-2	-4
COc1ccc(OC)c(-c2csc(N(Cc3ccco3)C(=O)c3ccco3)n2)c1	-1	-5	-3	-1	-10	1	6	-6	-7
CCOc1ccc(NC(=O)CC2C(=O)Nc3ccccc3N2C(=O)c2ccccc2)cc1 (stereo not drawn)	7	-1	8	8	1	4	4	-1	-2
CC(C)(C)c1cc(CCC(=O)NNC(=S)NC(=O)c2ccccc2)cc(C(C)(C)C)c1O	-1	2	-1	1	1	1	5	0	1
O=C(NCCc1csc(-c2ccccc2)n1)c1c(F)cccc1Cl	-2	-1	8	0	14	-1	5	3	-4
COc1ccc(NC(C#N)c2ccccc2OCc2ccccc2)cc1 (stereo not drawn)	6	2	6	2	-1	0	1	-3	-3
COc1cccc(N2CC(C)Cn3c2nc2c3c(=O)n(CCN3CCOCC3)c(=O)n2C)c1 (stereo not drawn)	-2	-1	2	2	5	-7	-1	1	-3

Next part
SMILES	PAFAH1B2 FP inh	Fam108B inh	GSTO1 counter	PAFAH2 inh	PME-1 primary	PAFAH1B3 inh	pPAFAH FP inh	LYPLA1 inh	PAD4 inh
Cc1ccc(Cn2c(SCC(=O)Nc3cc(C)on3)nc3ccccc3c2=O)cc1	3	6	2	-5	1	-2	-5	2	2
O=C(NCc1ccc2c(c1)OCO2)c1ccc(Br)cc1	0	2	1	-6	6	1	2	2	0
CCCN(C(=O)c1cnccn1)c1c(N)n(Cc2ccccc2)c(=O)[nH]c1=O	1	.	.	-4	-1	8	0	0	1
CCn1c(C)nc2cc(C(=O)N/N=C/c3ccc(O)cc3)ccc21	-6	-2	-16	-16	-9	-4	3	-3	-11
Cc1ccc(-n2nnnc2SCC(=O)NNC(=O)c2ccco2)c(C)c1	-2	-1	3	-4	-1	6	2	2	1
COc1ccc(CCNC(=O)C(NC(=O)OCc2ccccc2)C(C)C)cc1OC (stereo not drawn)	-1	-4	-5	1	-2	6	1	-1	4
Cc1cc(=O)oc2c3c(ccc12)OC/C3=N/N	9	0	5	13	-2	8	1	2	-1
COc1ccc2oc(C(=O)OC(C)C(=O)NC3(C#N)CCCCC3)c(C)c2c1 (stereo not drawn)	3	-2	-1	-3	-2	5	2	0	3

An excerpt; the hit share may differ from the screen's.
